Compound activity: PubChem BioAssay, National Center for Advancing Translational Sciences (NCATS)
GLS inh – blocks human kidney-isoform glutaminase activity; GLS enzymatic activity, qHTS titration; 410,000 tested, 0.21% active; Potency, µM (doses to about 45.5 µM), for inactives: at the top dose activity change, negative = inhibition, most hits filed as inhibitors; O94925; active = well fitted inhibition curve with a large enough effect; also: potency is read from the fitted curve at half-maximal effect
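hKGA; 45 mM KH2PO4 pH 8.2 + 0.02% Tween-20; cpd via pin tool; 1 mM Gln soln; GluOx/HRP/Amplex Red; RT 30 min; fluor. t0 & final.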
PI4K2A inh – blocks human PI4K2A kinase activity; activity change, negative = inhibition, % at 76.9 µM; Q9BTU6; purified PI4K2A, ADP-Glo luminescence, 1 h; active compounds read low; 420,000 tested, 0.13% active; in the data active = activity change below about -50%;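 also: -100% = wells without enzyme as full effect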
Target sequence (Q9BTU6 whole entry, looked up): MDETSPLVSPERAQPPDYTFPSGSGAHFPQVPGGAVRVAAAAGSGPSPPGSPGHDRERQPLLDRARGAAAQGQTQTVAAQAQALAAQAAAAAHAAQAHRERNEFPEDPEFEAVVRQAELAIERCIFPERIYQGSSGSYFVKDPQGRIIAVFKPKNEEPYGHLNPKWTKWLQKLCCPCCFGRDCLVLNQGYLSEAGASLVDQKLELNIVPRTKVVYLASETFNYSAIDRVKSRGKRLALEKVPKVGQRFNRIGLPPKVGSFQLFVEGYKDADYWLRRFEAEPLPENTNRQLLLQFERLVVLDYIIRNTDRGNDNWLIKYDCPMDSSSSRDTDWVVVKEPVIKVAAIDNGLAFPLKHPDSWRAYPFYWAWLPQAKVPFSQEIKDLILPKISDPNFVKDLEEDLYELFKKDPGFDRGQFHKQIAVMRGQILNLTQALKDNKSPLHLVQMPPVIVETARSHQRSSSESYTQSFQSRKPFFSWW
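ADP-Glo luminescence measured ADP generated by PI4K2A enzyme (4 ug/mL before mixing) with 1.2 mM PI substrate (pre-mix) and 300 microM ATP (pre-mix). Tris pH7.5 buffer with MgCl2, Triton X-100; 1 h reaction at ambient temperature.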
The depositor's hits bear a star; [ ] = another dose, or the depositor's remark. Unless noted, % is scaled to controls: 0 for no effect and ±100 for the full control effect. An excerpt; the hit share may differ from the screen's.

SMILES	GLS inh	PI4K2A inh
COc1ccc(OC)c(NC(=O)Nc2nc(CN)cs2)c1	12.6%	-1.4
COc1cccc(C(O)c2nc(-c3ccc(F)cc3OC)cs2)c1 (stereo not drawn)	2.7%	-3.3
CCOC(=O)[C@]12CCC=C1N(CCC1=CCCCC1)C(=O)[C@H](CC(=O)N1CCC(c3ccccc3)CC1)C2	-2.8%	2.3
CCCS(=O)(=O)NC(=O)C1(C)CCCN(C(=O)c2cc(C)n(C(C)(C)C)n2)C1 (stereo not drawn)	-8.2%	3.2
CSCCNC(=O)C1(C)CCN1C(=O)c1cc(C)n(C)n1 (stereo not drawn)	9.9%	0.9
CC1(C(=O)O)CCCN1C(=O)c1cccc(F)c1 (stereo not drawn)	-0.2%	-3.4
Cc1nc2c(OCCC3CCCCC3)cccn2c1N(C)C(=O)CCC1CCCC1	-13.4%	-1.5
O=C(NCc1ccccc1Cl)c1csc([C@@H]2O[C@H](CO)[C@H](O)[C@H](O)[C@H]2O)n1	1.4%	7.4
NC(=O)c1cccc(-c2ccnc3c2CC(C(=O)Nc2ccc(Cl)cc2)O3)c1 (stereo not drawn)	3.6%	1.2
CN1OC[C@@H]2CN(C(=O)c3cccc4ccccc34)[C@H](c3ccccc3Br)C[C@@H]21	4.2%	2.4
COc1ccccc1-c1noc2c1C(=O)N(Cc1cn(C3CCCC3)nn1)CC2	-1.7%	-1.2
COCCCn1cc(CN2CC(N3CCN(Cc4cccc(C)c4)CC3)CS2(=O)=O)nn1 (stereo not drawn)	4.5%	-10.8
COCCNC(=O)C1CCCN(C(=O)c2nc3ccccc3s2)CC1 (stereo not drawn)	-5.0%	-3.4
C[C@H]1COc2cc(N3CCN(Cc4ccccc4F)CC3)ccc2S(=O)(=O)N1	-1.4%	-2.7
Cc1ccsc1-c1cc2nc(Nc3ccc(F)cc3)n(C)c(=O)c2s1	18.3%	-10.7

Quoted from above for reference:
SMILES	GLS inh	PI4K2A inh
COc1ccccc1-c1noc2c1C(=O)N(Cc1cn(C3CCCC3)nn1)CC2	-1.7%	-1.2
COCCCn1cc(CN2CC(N3CCN(Cc4cccc(C)c4)CC3)CS2(=O)=O)nn1 (stereo not drawn)	4.5%	-10.8
COCCNC(=O)C1CCCN(C(=O)c2nc3ccccc3s2)CC1 (stereo not drawn)	-5.0%	-3.4

Molecules listed so far that contain fluorine, in the order listed:
SMILES	GLS inh	PI4K2A inh
COc1cccc(C(O)c2nc(-c3ccc(F)cc3OC)cs2)c1 (stereo not drawn)	2.7%	-3.3
CC1(C(=O)O)CCCN1C(=O)c1cccc(F)c1 (stereo not drawn)	-0.2%	-3.4
C[C@H]1COc2cc(N3CCN(Cc4ccccc4F)CC3)ccc2S(=O)(=O)N1	-1.4%	-2.7
Cc1ccsc1-c1cc2nc(Nc3ccc(F)cc3)n(C)c(=O)c2s1	18.3%	-10.7

Two entries picked at random from the list so far:
SMILES	GLS inh	PI4K2A inh
CCOC(=O)[C@]12CCC=C1N(CCC1=CCCCC1)C(=O)[C@H](CC(=O)N1CCC(c3ccccc3)CC1)C2	-2.8%	2.3
COc1ccc(OC)c(NC(=O)Nc2nc(CN)cs2)c1	12.6%	-1.4

Going on with the list:
SMILES	GLS inh	PI4K2A inh
COc1cc(C=C(OC(C)=O)c2ccc3c(c2)OCO3)cc(OC)c1OC	-0.4%	1.6
O=C(NCc1ccccc1)C1c2ccccc2OCC(=O)N1CCc1ccccc1 (stereo not drawn)	-21.2%	0.3
COc1ccc(C(=O)N2CCCC(c3cc(C(=O)NCc4cccnc4)no3)C2)cc1 (stereo not drawn)	1.3%	-3.9
CN1CCN(c2ncnc3c2ncn3[C@H]2CN(Cc3ccc(F)cc3)C[C@@H](CO)O2)CC1	0.1%	-1.2
Oc1ccc(C[C@@H](CN2CCCC2CN2C(=S)NC[C@@H]2Cc2ccccc2)N2C[C@H](Cc3ccccc3)N(CC3CCCCC3)C2=S)cc1 (stereo partly drawn)	1.8%	2.8
O=C(NCC1CCN(Cc2ccccc2)CC1)[C@H]1O[C@@H](n2ccc(=O)[nH]c2=O)[C@H](O)[C@@H]1O	1.8%	-0.5
COC(=O)[C@@]1(Cc2ccc(F)cc2)[C@H]2c3cc(C(=O)N4CCCC4)n(Cc4ccc(C)c(F)c4F)c3C[C@H]2CN1C(=O)c1ccccc1	-1.9%	-2.9
FC(F)(F)c1ccccc1Cc1c(-c2ccccc2)nc2ccc(Br)cn12	1.3%	-11.0
CC1=C(C(=O)N(C(C)C)C(C)C)CC(CC(=O)NC2CC2)C(=O)N1CCCN1CCCC1=O (stereo not drawn)	-1.7%	-0.8
CCOc1ccc(Cl)cc1-c1cc(C(=O)NCc2ccccc2)[nH]n1	4.3%	2.3
O=C(Nc1ccc(Cl)cc1)C1Cc2c(-c3ccccc3)ccnc2O1 (stereo not drawn)	3.7%	-2.0
CN(C)[C@H]1CCN([C@H]2CS(=O)(=O)N[C@@H]2COCc2ccccc2)C1	2.7%	-3.8
COc1ccc(C(c2nnnn2-c2ccc3c(c2)OCCO3)N2CCN(C/C=C/c3ccccc3)CC2)cc1 (stereo not drawn)	6.0%	0.9
O=C1NC[C@H](CCCCN2C[C@H](Cc3ccc(O)cc3)N(CCC3CCCCC3)C(=O)C2=O)N(CCC2CCCCC2)C1=O	-5.8%	2.7
O=C1NC[C@H](CCCCN2C[C@@H](Cc3ccccc3)N(Cc3ccccc3)C(=O)C2=O)N(CCC2CCCCC2)C1=O	4.1%	4.3
CC(=O)N1CCN(C(c2ccccc2)c2nnnn2C(C)(C)C)CC1 (stereo not drawn)	-9.1%	5.7
COc1ccc(-c2oc3c(c2C#CC(C)(C)O)C(OCCO)CC3)cc1 (stereo not drawn)	0.4%	4.3
OC[C@@H]1CN(Cc2ccc(-c3ccccc3)cc2)C[C@H](n2cnc3c(NC4CC4)ncnc32)O1	-0.3%	6.2
COC(=O)c1ccc2nc(-c3ccc(F)cc3)c(Cc3ccccc3OC)n2c1	-7.6%	-1.6
CC1(C(=O)NS(=O)(=O)c2ccc(C#N)cc2)CCN1C(=O)C1(c2ccccc2)CCCC1 (stereo not drawn)	7.7%	0.5
CSc1ccc(CN2CCC2(C)C(=O)NCc2cccs2)cc1 (stereo not drawn)	-3.5%	0.1
O=C(NCCN1CCC(n2c(=O)[nH]c3ccccc32)CC1)c1ccc(F)c(F)c1	3.1%	1.0
CC1(C(=O)NS(C)(=O)=O)CCN1C(=O)Cc1ccc(Cl)cc1Cl (stereo not drawn)	1.1%	1.1
O=C1c2ccccc2C(c2nnnn2-c2ccc3c(c2)OCCO3)N1Cc1ccco1 (stereo not drawn)	-4.3%	1.6
COc1cc(CNC(=O)c2cc(-c3cc(C)cc(F)c3)n[nH]2)cc(OC)c1	-8.8%	2.1
CC(=O)Nc1ccc(NC(=O)c2cc(-c3ccc(F)cc3C)n[nH]2)cc1	10.8%	5.0
CC(C)C[C@H]1CN([C@@H](Cc2ccc(O)cc2)CN2CCC[C@@H]2CN2C(=S)NC[C@@H]2Cc2ccccc2)C(=S)N1CC1CCCCCC1	17.9%	4.4
COc1ccc(-c2cc(NC=O)c3ncc(-c4cccc(C(C)=O)c4)n3c2)cc1	0.7%	-4.8
CC(=O)Nc1ccc(CN(C)c2c(C)nc3ccc(C(=O)NCCc4ccccn4)cn23)cc1	29.2%	0.9
COc1ccc(CNC(=O)c2cccc3c(-c4cnn(C)c4)coc23)cc1OC	5.8%	-6.2
C[C@H]1COc2cc(N3CCC[C@H]3CO)ccc2S(=O)(=O)N1	9.5%	-3.1
CCN(CC)C(=O)c1ccc2nc([C@H]3C[C@H](O)[C@@H](CO)O3)[nH]c2c1	-8.4%	5.7
CCC1Cc2[nH][nH]c(=O)c2C(CC)O1 (stereo not drawn)	18.1%	-10.5
CC(C)NC(=O)C1(C)CCN1C(=O)c1cccc(F)c1 (stereo not drawn)	1.0%	0.1
CN(C)c1cccc(NC(=O)C2Cc3c(-c4cccnc4)ccnc3O2)c1 (stereo not drawn)	16.1%	-8.0
CC(=O)N1C[C@H]2CON(C)[C@H]2C[C@H]1c1ccccc1	7.9%	-1.6
O=C1NC[C@@H](CCCCN2C[C@H](Cc3ccccc3)N(CCC3CCCCC3)C(=O)C2=O)N(Cc2ccccc2)C1=O	0.5%	-0.4
CCOC(=O)C1=C(c2ccccc2)N=c2sc(=Cc3cc(OC)c(OC)c(OC)c3)c(=O)n2C1c1cccs1 (stereo not drawn)	3.6%	0.3
COCCNC(=O)C1(C)Cc2c(-c3cccc(NC(C)=O)c3)ccnc2O1 (stereo not drawn)	0.5%	-0.7
CCCNC(=O)C1(C)CCN(Cc2cc(C(F)(F)F)ccc2Cl)C1 (stereo not drawn)	-0.8%	2.2
Cc1cnc(C)c(Nc2nc(C(N)Cc3ccc(C(F)(F)F)cc3)cs2)n1 (stereo not drawn)	5.1%	-3.2
COc1ccc(C(C)(O)c2nc(-c3ccc(F)c(Cl)c3)cs2)cc1 (stereo not drawn)	-1.0%	2.0
COc1ccc(CN2C(=O)CCC2(C)c2nnnn2-c2c(C)cccc2C)cc1OC (stereo not drawn)	-8.7%	-9.4
CC(C)NC(=O)N(C)C[C@H]1OCCCC[C@@H](C)Oc2ccc(N(C)C)cc2C(=O)N([C@H](C)CO)C[C@@H]1C	70.5%[activator]	-12.1
Cc1ccc(C(O)c2ncc(-c3ccccc3F)[nH]2)cc1F (stereo not drawn)	-4.1%	0.7
CCOc1cccc(-c2cc(NCCc3ccccn3)n3nccc3n2)c1	6.3%	-2.3
C#CCn1cc(CNC[C@H]2O[C@@H](n3cnc4c(=O)[nH]c(N)nc43)[C@H](O)[C@@H]2O)c2ccccc21	8.7%	-0.8
CCN(CC)c1c(C)nc2ccc(C(=O)Nc3cc(-c4ccccc4)ccc3OC)cn12	7.3%	-2.6
COc1ccc(NC(=O)C2Cc3c(-c4ccc5c(c4)OCO5)ccnc3O2)cc1OC (stereo not drawn)	3.2%	-0.5
CCc1ccc(C(O)c2ncc(-c3ccccc3OC)[nH]2)cc1 (stereo not drawn)	-7.6%	6.4
COc1cccc(C(=O)N2CCC[C@@H]2C(=O)N2CCC[C@H]2C(=O)NCc2ccncc2)c1	-3.7%	-2.5
Nc1[nH]c(C(=O)c2ccccc2)c(-c2ccc([N+](=O)[O-])cc2)c1C(=O)NCCc1c[nH]c2ccccc12	3.6%	-6.1
N#Cc1ccc(-c2nc3c(Cl)cc(C(F)(F)F)cn3c2Cc2ccccc2C(F)(F)F)cc1	-6.3%	-1.3
CN(Cc1cnn(-c2ccc(F)cc2)c1)C(=O)[C@H]1O[C@@H](n2cnc3c(N)ncnc32)[C@H](O)[C@@H]1O	4.0%	-6.0
CC1(C(=O)Nc2ccccc2)Cc2c(-c3cccc(C(N)=O)c3)ccnc2O1 (stereo not drawn)	0.2%	0.7
CC(C)C[C@H]1CNC(=O)C(=O)N1CC1CCN(CC2CCC(C)CC2)CC1 (stereo partly drawn)	4.7%	0.0
CN(C)C(=O)c1cccc(-c2cccc(-c3nc(C(=O)NCc4ccccc4)cc4c3[C@H](CCO)N(S(=O)C(C)(C)C)C4)c2)c1 (stereo partly drawn)	7.6%	-0.2
CCN(CC)c1ncnc2c1ncn2[C@H]1CN(Cc2ccc(F)cc2)C[C@@H](CO)O1	-4.3%	3.8
CCCc1nc2ccc(C(=O)OC)cn2c1Cc1cccc(F)c1	3.9%	-10.1
O=C(NCc1cccs1)C1Cc2c(-c3ccccc3Oc3ccccc3)ccnc2O1 (stereo not drawn)	-4.3%	-1.9

Continued.
SMILES	GLS inh	PI4K2A inh
COc1cccc(CN2CCC2(C)C(=O)NCCc2ccccn2)c1OC (stereo not drawn)	5.6%	-1.9
CCc1nc2c(OCc3ccc(F)c(F)c3)cccn2c1N(C)C(=O)c1ccc(OC)cc1	16.8%	-1.0
Cc1ccccc1-c1cc2nc(NCCc3ccncc3)n(C)c(=O)c2s1	0.5%	4.0
O=C(Nc1cccc(Cl)c1)c1ccc2sc([C@@H]3O[C@H](CO)[C@H](O)[C@H](O)[C@H]3O)nc2c1	-8.2%	5.6
CC(C)C1Cc2[nH][nH]c(=O)c2C(c2ccc(Cl)cc2)O1 (stereo not drawn)	-2.7%	-7.0
CCCNC(=O)c1cc(C2CCCN(C(=O)c3cc(F)ccc3C)C2)on1 (stereo not drawn)	1.9%	-3.7
